Bioassay records (PubChem)
HTR5A ag = activates human HTR5A in OPRM1-OPRD1 agonist counter-screen | P47898 | HTR5A agonist assay, luminescence, cell-based | activation, % at 9.3 µM | 340,000 tested, 0.61% active; in the data active means activation mostly above about 9.5%, no sharp cut-off; inactive means mostly below about 7.6%;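 further: 0% = cells with vehicle only and 100% = reference agonist; strong numbers were not always called active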
cardiac RTF act = increases calcium sensitivity of human cardiac regulated thin filaments. AID 493008. P19429+P45379. IANBD-labeled TnC RTF fluorescence at EC20 calcium; 0% EC20 calcium, 100% full calcium. 340,000 tested, 0.24% active. activation, % at 7.2 µM;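 active means activation above the mean over all tested compounds plus 3 SD, cut at about 30% in these data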;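 further: rise in fluorescence read as greater calcium sensitivity of cardiac thin filaments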
SR-BI DiI-HDL act = enhances SR-BI lipid uptake from DiI-HDL; CHO ldlA[mSR-BI] cells, DiI-HDL uptake fluorescence, 3 h; 100 = double the neutral-control signal; activation, % at 12.5 µM; 320,000 tested, 0.096% active; AID 504775;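 active means mean replicate activation of at least 60% and every replicate at or above 60%; inconclusive means mean or all-replicate condition met, but not both; inactive means mean below 60% and not all replicates reaching 60%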;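 further: 0% = median plate neutral-control signal and 100% = twice that signal; values of inactives mirror those of a sister screen read the other way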
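System: LDL receptor-deficient CHO ldlA cells overexpressing murine SR-BI | Timing: 3 h uptake period with compound, 37 °C | Medium: HEPES-buffered (25 mM, pH 7.4) F12 plus 0.5% BSA | Dosing: Single-point compound dose | Signal: Bottom-read fluorescence, 550/595 nm | Read-out: Retained DiI signal reflecting DiI-HDL uptake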
Rtt109 Vps75 = inhibitors of Candida albicans Rtt109/Vps75 histone acetyltransferase; Q5AAJ8; purified Rtt109/Vps75, ThioGlo CoA-SH fluorescence, 4 h; inhibition, % at 34.9 µM; 330,000 tested, 0.16% active; AID 540336;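 active means inhibition of at least 50% in every replicate; inconclusive means best replicate reaches 50% inhibition but some replicates fall short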
SR-BI HDL uptake = blocks mouse SR-BI lipid uptake from DiI-HDL; AID 488896; inhibition, % at 12.5 µM; 320,000 tested, 0.96% active; ldlA[mSR-BI] CHO cells, DiI-HDL uptake fluorescence, 3 h; Q61009;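 active means mean replicate inhibition of at least 70% and a set share of replicates each scoring 70 or more; inconclusive means meets just one of the two criteria; inactive means fails both criteria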;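 further: 0% = median of neutral control wells and 100% = median of positive control wells; values of inactives mirror those of a sister screen read the other way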
Wnt act = activates Wnt/beta-catenin signaling in a reporter cell assay | activator, plate reader | activation, % at 9.35 µM | 300,000 tested, 1.2% active | AID 743398; in the data active means activation above about 30%, passing the limit was not always enough; inconclusive means no clear call, values can overlap the other calls;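 further: 0% = neutral control wells and 100% = positive control wells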
MITF act = MITF TRPM1 promoter activation in melanoma cells; SK-MEL-5 TRPM1-promoter luciferase, 24 h; % of positive control, neutral wells = 0; activation, % at 12.5 µM; 300,000 tested, 0.75% active; AID 588334;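 active means mean activation of at least 80% with every replicate also reaching 80%; inconclusive means mean reaches 80% but some replicate falls short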;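 further: 0% = neutral control wells and 100% = parthenolide positive control wells; values of inactives mirror those of a sister screen read the other way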
CDK5 p35 inh = blocks human CDK5/p35 kinase activity; Q00535+Q15078; Recombinant CDK5/p35, ADP-Glo luminescence, 60 min; inhibition, % at 10 µM; 330,000 tested, 0.01% active; AID 488839;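 active means highest replicate inhibition of at least 50% and at least 75% of replicates reaching 50%; inconclusive means only one of the two criteria met; inactive means both criteria failed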;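 further: plate controls were DMSO neutral control for no effect and GW8510 at 10 µM for full effect; many of its hits are not listed in these tables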
Target sequence (Q00535 whole entry, looked up): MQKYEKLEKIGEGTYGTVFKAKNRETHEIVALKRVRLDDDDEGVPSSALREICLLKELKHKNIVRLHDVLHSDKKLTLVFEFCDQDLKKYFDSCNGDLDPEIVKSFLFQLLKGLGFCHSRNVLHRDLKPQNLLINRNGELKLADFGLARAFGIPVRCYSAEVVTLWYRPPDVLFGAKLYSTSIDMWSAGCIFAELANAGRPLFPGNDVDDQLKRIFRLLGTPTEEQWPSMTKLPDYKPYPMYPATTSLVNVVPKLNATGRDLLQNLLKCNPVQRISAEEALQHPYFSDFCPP
Target sequence (Q15078 whole entry, looked up): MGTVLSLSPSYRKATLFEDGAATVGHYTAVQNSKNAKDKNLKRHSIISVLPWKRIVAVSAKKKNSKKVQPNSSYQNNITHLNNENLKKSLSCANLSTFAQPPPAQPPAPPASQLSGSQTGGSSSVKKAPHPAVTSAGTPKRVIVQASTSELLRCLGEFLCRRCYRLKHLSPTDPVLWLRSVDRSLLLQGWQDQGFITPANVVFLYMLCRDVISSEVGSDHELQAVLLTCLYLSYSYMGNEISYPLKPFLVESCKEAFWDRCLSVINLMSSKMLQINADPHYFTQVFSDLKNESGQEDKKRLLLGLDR
PvdQ inh = blocks Pseudomonas aeruginosa PvdQ acylase activity; AID 488965; purified PvdQ acylase, fluorescence plate reader; 340,000 tested, 0.063% active; inhibition, % at 10 µM; in the data active means inhibition above about 30%, passing the limit was not always enough; inconclusive means no clear call, values can overlap the other calls;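 further: 0% = vehicle neutral wells and 100% = reference inhibitor wells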
dFosB act = enhances mouse delta FosB homodimer DNA binding; purified delta FosB, TAMRA-CDK5 oligo fluorescence polarization; percent of positive-control signal above neutral wells; P13346; activation, % at 25 µM; 340,000 tested, 0.99% active;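 active means mean activation above about 17%, with every replicate also reaching it, limit read from the data, passing the limit was not always enough; inconclusive means only one of the two conditions met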;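 further: fluorescence polarization rise as delta FosB binds a TAMRA Cdk5 AP-1 oligo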
Target sequence (P13346 whole entry, looked up): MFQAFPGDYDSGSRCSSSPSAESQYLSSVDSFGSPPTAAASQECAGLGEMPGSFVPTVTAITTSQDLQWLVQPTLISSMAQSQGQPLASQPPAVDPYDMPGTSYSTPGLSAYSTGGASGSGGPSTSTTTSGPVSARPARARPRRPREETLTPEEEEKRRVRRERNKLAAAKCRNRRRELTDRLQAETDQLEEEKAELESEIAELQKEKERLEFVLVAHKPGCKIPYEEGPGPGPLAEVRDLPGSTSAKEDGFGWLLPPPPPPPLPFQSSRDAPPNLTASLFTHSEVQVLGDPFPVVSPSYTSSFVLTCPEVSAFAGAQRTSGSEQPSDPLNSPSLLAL
An asterisk follows results filed as active.

Results for CCOc1ccc(NC(=O)CN(C)C(=O)CC(NC(=O)c2ccccc2)c2ccccc2)cc1OCC (configuration not stated) ?
HTR5A ag: -3; cardiac RTF act: -7; SR-BI DiI-HDL act: -30; Rtt109 Vps75: 29; SR-BI HDL uptake: 30; Wnt act: -3; MITF act: -5; CDK5 p35 inh: 0.7; PvdQ inh: -10; dFosB act: -11

Results for Cn1c(C(=O)NCCc2c[nH]c3ccccc23)cc2sccc21 ?
HTR5A ag: -1; cardiac RTF act: -2; SR-BI DiI-HDL act: -34; Rtt109 Vps75: -2; SR-BI HDL uptake: 34; Wnt act: 13; MITF act: 101*; CDK5 p35 inh: -0.6; PvdQ inh: 8; dFosB act: -9

How did O=C(CN1C(=O)c2ccccc2S1(=O)=O)N1CCN(c2ccccc2)CC1 do in these assays?
HTR5A ag: 0; cardiac RTF act: 1; SR-BI DiI-HDL act: 22; Rtt109 Vps75: -9; SR-BI HDL uptake: -22; Wnt act: 2; MITF act: 0; CDK5 p35 inh: -0.7; PvdQ inh: -8; dFosB act: 1

What do the screens show for `CCN(N=O)c1ccc(C=C2C=Cc3ccccc32)cc1`?
HTR5A ag: -1; cardiac RTF act: -8; SR-BI DiI-HDL act: -4; Rtt109 Vps75: 3; SR-BI HDL uptake: 4; Wnt act: 41*; MITF act: 97*; CDK5 p35 inh: -0.7; PvdQ inh: -9; dFosB act: -7

How did Cc1ccccc1NC(=S)Nc1cccc([N+](=O)[O-])c1 do in these assays?
HTR5A ag: -4; cardiac RTF act: 0; SR-BI DiI-HDL act: -14; Rtt109 Vps75: -1; SR-BI HDL uptake: 14; MITF act: 9; CDK5 p35 inh: 0.4; PvdQ inh: -2; dFosB act: 4

How did O=C(CNC(=O)c1cccc(Cl)c1)N/N=C/c1cccnc1 do in these assays?
HTR5A ag: 0; cardiac RTF act: 19; SR-BI DiI-HDL act: 2; Rtt109 Vps75: -3; SR-BI HDL uptake: -2; Wnt act: 3; MITF act: -6; CDK5 p35 inh: -2.5; PvdQ inh: -27; dFosB act: -8

How did COc1ccc(CCNC(=O)C2CCCN(c3nc(C)cc(C)n3)C2)cc1 (configuration not stated) do in these assays?
HTR5A ag: -2; cardiac RTF act: 2; SR-BI DiI-HDL act: 4; Rtt109 Vps75: -4; SR-BI HDL uptake: -4; Wnt act: -2; MITF act: -1; CDK5 p35 inh: 2.6; PvdQ inh: 15; dFosB act: 3

How did Cc1sc(NC(=O)c2cccs2)nc1-c1ccccc1 do in these assays?
HTR5A ag: 0; cardiac RTF act: 3; SR-BI DiI-HDL act: -59; Rtt109 Vps75: -1; SR-BI HDL uptake: 59; Wnt act: 47*; CDK5 p35 inh: 0.1; PvdQ inh: -4; dFosB act: 2

Results for Nn1c(SCC(=O)Nc2ccccc2F)nnc1C1CCCCC1 ?
HTR5A ag: 2; cardiac RTF act: -8; SR-BI DiI-HDL act: 8; Rtt109 Vps75: 17; SR-BI HDL uptake: -8; Wnt act: -2; MITF act: 0; PvdQ inh: 3; dFosB act: -2

Results for Cc1ccc(S(=O)(=O)N(CCO)Cc2cc3ccc(C)c(C)c3[nH]c2=O)cc1 ?
HTR5A ag: 0; cardiac RTF act: 2; SR-BI DiI-HDL act: 16; Rtt109 Vps75: 16; SR-BI HDL uptake: -16; MITF act: 3; CDK5 p35 inh: -0.7; PvdQ inh: -12; dFosB act: -11

What do the screens show for `CCn1ncc(Br)c1C(=O)Nc1ccc(F)c([N+](=O)[O-])c1`?
HTR5A ag: 2; cardiac RTF act: 9; SR-BI DiI-HDL act: -9; Rtt109 Vps75: -8; SR-BI HDL uptake: 9; Wnt act: -4; MITF act: -2; CDK5 p35 inh: 3.9; PvdQ inh: -19; dFosB act: -7

Results for CC(Cc1ccccc1)C(=O)N(C)Cc1ccccc1 (configuration not stated) ?
HTR5A ag: 12*; cardiac RTF act: -1; SR-BI DiI-HDL act: 3; Rtt109 Vps75: -2; SR-BI HDL uptake: -3; Wnt act: -2; MITF act: 2; CDK5 p35 inh: 0.9; PvdQ inh: -1; dFosB act: -4

How did O=C(Nc1ccc(Br)cn1)c1ccc([N+](=O)[O-])o1 do in these assays?
HTR5A ag: 0; cardiac RTF act: 1; SR-BI DiI-HDL act: inconclusive; Rtt109 Vps75: -2; SR-BI HDL uptake: -161; Wnt act: 24; MITF act: -28; CDK5 p35 inh: -2.2; PvdQ inh: 4; dFosB act: -1

How did CCCCOc1ccc(S(=O)(=O)Nc2ccc(NC(C)=O)cc2)cc1 do in these assays?
HTR5A ag: 1; cardiac RTF act: 6; SR-BI DiI-HDL act: 18; Rtt109 Vps75: -10; SR-BI HDL uptake: -18; MITF act: -12; CDK5 p35 inh: -15; PvdQ inh: -19; dFosB act: -6

How did CCCCCCN1C(=O)CC(NC(=O)OCC2c3ccccc3-c3ccccc32)C/C=C\C1C(C)C (configuration not stated) do in these assays?
HTR5A ag: 0; cardiac RTF act: -1; SR-BI DiI-HDL act: -70; Rtt109 Vps75: 2; SR-BI HDL uptake: 70; Wnt act: -3; MITF act: 2; CDK5 p35 inh: 4.1; PvdQ inh: -12; dFosB act: -10

Results for S=C(Nc1ccccc1)Nc1nccs1 ?
HTR5A ag: 2; cardiac RTF act: -6; Rtt109 Vps75: 2; Wnt act: 10; MITF act: 56; CDK5 p35 inh: 1.4; PvdQ inh: -10; dFosB act: -5

What do the screens show for `CCOC(=O)C1(Cc2cccc(OC)c2)CCN(Cc2csc(C(C)=O)c2)CC1`?
HTR5A ag: -4; cardiac RTF act: 1; SR-BI DiI-HDL act: -7; Rtt109 Vps75: 2; SR-BI HDL uptake: 7; Wnt act: -1; MITF act: 6; CDK5 p35 inh: -0.1; PvdQ inh: -6; dFosB act: -9

How did CC(C)OCCCN(C)C1CCN(S(=O)(=O)c2ccc(-c3cc(C(F)(F)F)no3)s2)CC1 do in these assays?
HTR5A ag: -2; cardiac RTF act: 2; SR-BI DiI-HDL act: -4; Rtt109 Vps75: 7; SR-BI HDL uptake: 4; Wnt act: -4; MITF act: 2; CDK5 p35 inh: -1.9; PvdQ inh: 3; dFosB act: 3

What do the screens show for `COc1ccc(NC(=O)c2ccc(S(=O)(=O)C(F)F)cc2)c(OC)c1`?
HTR5A ag: 1; cardiac RTF act: 2; SR-BI DiI-HDL act: -22; Rtt109 Vps75: 2; SR-BI HDL uptake: 22; Wnt act: 2; MITF act: 2; CDK5 p35 inh: 0.4; PvdQ inh: 4; dFosB act: -3

What do the screens show for `CCN(CC)S(=O)(=O)c1ccc(-c2nnc(SCC(=O)Nc3nnc(C)s3)n2CC)cc1`?
HTR5A ag: -5; cardiac RTF act: -8; SR-BI DiI-HDL act: -24; Rtt109 Vps75: 8; SR-BI HDL uptake: 24; Wnt act: -4; MITF act: -7; CDK5 p35 inh: 0.4; PvdQ inh: 8; dFosB act: -4

Results for Cc1ccc(CNC(=O)CCc2ccc(S(=O)(=O)NCC(C)C)cc2)cc1 ?
HTR5A ag: 10; cardiac RTF act: 2; SR-BI DiI-HDL act: -13; Rtt109 Vps75: 2; SR-BI HDL uptake: 13; Wnt act: -2; MITF act: -3; CDK5 p35 inh: 1.1; PvdQ inh: -8; dFosB act: -9

Results for CC(=O)Nc1ccc(OC(=O)c2cccnc2)cc1 ?
HTR5A ag: -5; cardiac RTF act: -4; SR-BI DiI-HDL act: 4; Rtt109 Vps75: 0; SR-BI HDL uptake: -4; Wnt act: -1; MITF act: -1; CDK5 p35 inh: -0.5; PvdQ inh: -7; dFosB act: 2

Results for CCCCn1nc(C(=O)Nc2ccc3c(c2)OCO3)c2ccccc2c1=O ?
HTR5A ag: 3; cardiac RTF act: -2; SR-BI DiI-HDL act: -37; Rtt109 Vps75: -9; SR-BI HDL uptake: 37; Wnt act: -2; MITF act: -18; CDK5 p35 inh: 1.2; PvdQ inh: -13; dFosB act: -9

How did C/C(=N\NC(=O)c1ccc(CN(C)S(=O)(=O)c2ccc(C)cc2)cc1)c1ccc(OC(F)F)cc1 do in these assays?
HTR5A ag: -2; cardiac RTF act: -7; SR-BI DiI-HDL act: -55; Rtt109 Vps75: 0; SR-BI HDL uptake: 55; Wnt act: -14; MITF act: -17; CDK5 p35 inh: 0.0; PvdQ inh: -3; dFosB act: 26*

How did COc1ccc(C2=CC(c3ccc(Cl)cc3)n3cnnc3N2)cc1OC (configuration not stated) do in these assays?
HTR5A ag: 0; cardiac RTF act: 3; SR-BI DiI-HDL act: -22; Rtt109 Vps75: inactive; SR-BI HDL uptake: 22; Wnt act: -10; MITF act: 15; CDK5 p35 inh: -3.3; PvdQ inh: 13; dFosB act: -32

Results for CC(=O)OCCNc1cc(SCc2ccco2)c2nonc2c1[N+](=O)[O-] ?
HTR5A ag: -7; cardiac RTF act: 2; SR-BI DiI-HDL act: -13; Rtt109 Vps75: 6; SR-BI HDL uptake: 13; MITF act: -14; CDK5 p35 inh: 0.6; PvdQ inh: 11; dFosB act: 4

What do the screens show for `COc1cc(OC)cc(-c2cc3nc(C)c(CCC(=O)O)c(=O)n3[nH]2)c1`?
HTR5A ag: -2; cardiac RTF act: 0; SR-BI DiI-HDL act: 2; Rtt109 Vps75: -16; SR-BI HDL uptake: -2; Wnt act: -4; MITF act: -6; CDK5 p35 inh: 1.9; PvdQ inh: -15; dFosB act: -22

How did COc1cc(C)c(NC(=S)NCCCN2CCOCC2)cc1OC do in these assays?
HTR5A ag: 2; cardiac RTF act: 4; SR-BI DiI-HDL act: 13; Rtt109 Vps75: -7; SR-BI HDL uptake: -13; Wnt act: -2; MITF act: 8; CDK5 p35 inh: -1.6; PvdQ inh: -5; dFosB act: 7

Results for C/C(CC(=O)Nc1ccc([N+](=O)[O-])cc1)=N/NC(=O)C1C2CCCCC21 (configuration not stated) ?
HTR5A ag: 13; cardiac RTF act: 0; SR-BI DiI-HDL act: -8; Rtt109 Vps75: 5; SR-BI HDL uptake: 8; Wnt act: 4; MITF act: 1; CDK5 p35 inh: -1.8; PvdQ inh: -18; dFosB act: -3

How did CCCNC(=O)c1cccc(NC(=O)C(C)C)c1 do in these assays?
HTR5A ag: -4; cardiac RTF act: -2; SR-BI DiI-HDL act: 0; Rtt109 Vps75: -1; SR-BI HDL uptake: 0; Wnt act: -1; MITF act: 10; CDK5 p35 inh: -1.8; PvdQ inh: -8; dFosB act: 0

Rows are unselected; about 4.4% have a hit in one of these screens.
